Source: PubChem BioAssay (The Scripps Research Institute Molecular Screening Center)
SRC2 inh = inhibits human steroid receptor coactivator 2; Q15596; HEK293 GAL4-SRC2 luciferase reporter, luminescence; inhibition, % at 9 µM; 0.17% of 370,000 active;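 active = inhibition above the mean inhibition of all tested compounds plus 3 SD, set per campaign, cut at about 52% in these data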;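 also: 0% = DMSO treated cells and 100% = cells given Gossypol at 36 µM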
NR2F2 inh = blocks human COUP-TFII nuclear receptor; 0.7% of 370,000 active; AID 686940; inhibition, % at 8.6 µM; P24468; HEK293T NGFI-A luciferase reporter, luminescence;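 active = inhibition above a per-plate cutoff, mean inhibition of test wells between control levels plus 3 SD, cut at about 38% in these data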;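 also: cells cotransfected with COUP-TFII expression vector driving the NGFI-A reporter; 0% = median of COUP-TF2 test wells and 100% = reporter-only cells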
Target sequence (P24468 whole entry, looked up): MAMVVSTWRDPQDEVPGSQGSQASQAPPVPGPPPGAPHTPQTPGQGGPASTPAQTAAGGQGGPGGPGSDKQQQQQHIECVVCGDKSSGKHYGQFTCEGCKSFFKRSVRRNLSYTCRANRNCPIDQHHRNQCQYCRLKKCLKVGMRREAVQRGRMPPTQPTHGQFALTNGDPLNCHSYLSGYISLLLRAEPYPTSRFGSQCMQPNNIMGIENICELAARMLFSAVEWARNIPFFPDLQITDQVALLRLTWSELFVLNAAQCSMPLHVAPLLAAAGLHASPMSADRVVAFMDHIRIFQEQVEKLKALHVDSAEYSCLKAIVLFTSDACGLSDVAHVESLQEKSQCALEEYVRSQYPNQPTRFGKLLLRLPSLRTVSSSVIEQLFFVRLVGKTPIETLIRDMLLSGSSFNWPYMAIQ
* marks the source's active call; other numbers are inactive results; / = not tested or not shown. A portion of the library, so the mix of outcomes need not match the whole.

A first look, 5 compounds:
Values run as follows: SRC2 inh, NR2F2 inh
- C[C@H]1[C@@H](NC(=O)C2CCOC2)CC[C@@]23CCCN2C(=O)CCC[C@@H]13 (stereo not given in full)
 : /, 30
- CCC[C@H]1[C@@H](NC(=O)C#Cc2ccccc2)CC[C@@]23CCCN2C(=O)CCC[C@@H]13
 : /, -9
- COc1cc(NC(=O)c2[nH]c(C)c(C(C)=O)c2C)c(OC)cc1Cl
 : /, -23
- O=C(OCc1ccccc1)[C@H](Cc1ccccc1)NC(=O)[C@@H]1CC=C[C@@H]2CCN(Cc3ccccc3)C(=O)[C@@H]21
 : /, 2
- C[C@H]1[C@H](NC(=O)c2ccc(Cl)c(Cl)c2)CC[C@@]23CCCN2C(=O)CCC[C@@H]13
 : /, 21

The listing, from the first entry:
Values run as follows: SRC2 inh, NR2F2 inh
- C[C@H]1[C@@H](NC(=O)C2CCOC2)CC[C@@]23CCCN2C(=O)CCC[C@@H]13 (stereo not given in full)
 : /, 30
- CCC[C@H]1[C@@H](NC(=O)C#Cc2ccccc2)CC[C@@]23CCCN2C(=O)CCC[C@@H]13
 : /, -9
- COc1cc(NC(=O)c2[nH]c(C)c(C(C)=O)c2C)c(OC)cc1Cl
 : /, -23
- O=C(OCc1ccccc1)[C@H](Cc1ccccc1)NC(=O)[C@@H]1CC=C[C@@H]2CCN(Cc3ccccc3)C(=O)[C@@H]21
 : /, 2
- C[C@H]1[C@H](NC(=O)c2ccc(Cl)c(Cl)c2)CC[C@@]23CCCN2C(=O)CCC[C@@H]13
 : /, 21
- CN1C2=NC(c3ccc4ccccc4c3)CC(=O)N2/C(=C\c2ccccc2)C1c1ccccc1C(F)(F)F (stereo not given)
 : /, 21
- O=C(Nc1cccc(Cl)c1)O[C@@H]1CC[C@@]23CCCN2C(=O)CCC[C@H]3C1
 : /, -6
- CC(C)[C@H]1/C(=C/C2CC2)N2C(=O)C[C@H](c3cccc(C(F)(F)F)c3)N=C2N1Cc1ccc2c(c1)OCO2
 : /, 7
- Cc1ccc(S(=O)(=O)C2CCN(c3nc(-c4cccs4)nc4ccccc34)CC2)cc1
 : /, -4
- Cc1nc(SCC(N)=O)[nH]c(=O)c1C
 : /, -1
- COc1ccc(CN[C@@H]2CC[C@@]34CCCN3C(=O)CCC[C@H]4C2)cc1
 : /, -3
- COc1ccc(C(c2ccc(OC)cc2)N2CCN(C(=O)c3noc(C)c3[N+](=O)[O-])CC2)cc1
 : /, 28
- C[C@H]1[C@H](NC(=O)c2ccc(C(C)(C)C)cc2)CC[C@@]23CCCN2C(=O)CCC[C@@H]13
 : /, 32
- C[C@H]1[C@H](NC(=O)c2ccc(Cl)c(C(F)(F)F)c2)CC[C@@]23CCCN2C(=O)CCC[C@@H]13
 : /, 20
- CC(C)[C@@H]1OC(=O)[C@@H]2CCCN2C(=O)[C@H](C)OC(=O)[C@H](C)[C@@H](C(C)C)NC(=O)[C@@H]2CCCN2C(=O)[C@H]([C@H](C)Cc2ccccc2)NC(=O)[C@@H]2CCCN2C(=O)[C@@H](C(C)C)N(C)C1=O
 : /, 8
- CN1CC(O)([C@H](Cc2ccccc2)NC(=O)OC(C)(C)C)OCC1C(=O)NCc1cccc2ccccc12 (stereo not given in full)
 : /, 17
- CCC[C@H]1[C@@H](NS(=O)(=O)c2ccccc2[N+](=O)[O-])CC[C@@]23CCCN2C(=O)CCC[C@@H]13
 : /, -19
- O=C(Nc1nc2c(Br)cccc2s1)c1ccc2c(c1)OCCO2
 : /, -26
- Nc1[nH]c(C(=O)c2ccccc2)c(-c2ccc(Cl)cc2Cl)c1C(=O)c1cccs1
 : /, 7
- CO[C@H]([C@H](C)/C=C/N(C)C=O)[C@@H](C)C(=O)CC[C@H](C)[C@H](O)[C@H](C)[C@H]1OC(=O)/C=C/C(C)=C/C[C@H](O)C[C@@H]2C=CC[C@@H](C[C@H](OC)[C@@H](C)[C@@H](OC)C[C@@H](OC)[C@@H]1C)O2
 : /, 32
- COc1ccc(CNC2CCC23CCC(C)CC3)cc1 (stereo not given)
 : /, -14
- Cc1ccc2nc3sc(C(=O)N4CCN(C)CC4)cc3cc2c1
 : /, -35
- CCC[C@H]1[C@@H](NC(=O)c2cccc(C(F)(F)F)c2)CC[C@@]23CCCN2C(=O)CCC[C@@H]13
 : /, -2
- CCN(CC)C(=O)O[C@H]1CC[C@@]23CCCN2C(=O)CCC[C@H]3C1
 : /, -8
- C[C@H]1[C@@H](OC(=O)Oc2ccc([N+](=O)[O-])cc2)CC[C@@]23CCCN2C(=O)CCC[C@@H]13
 : /, 7
- O=C(Nc1ccc(C(O)(C(F)(F)F)C(F)(F)F)cc1)c1ccc(F)cc1F
 : /, -39
- c1ccc2[nH]c(CNc3nc(N4CCOCC4)nc4c3ncn4-c3ccsc3)nc2c1
 : /, 52*
- O=C(OCC#CCSc1nnc(-c2cccc3ccccc23)o1)c1ccc(F)nc1
 : /, -8
- Oc1ccc(CNc2ccccn2)c2cccnc12
 : /, -3
- CC(=O)Nc1ccc(/C=C/COC(C)=O)cc1C
 : /, -5
- Cc1ccc(S(=O)(=O)N2CC3(COC(C)(C)OC3)C[C@H]2CON2C(C)(C)CCCC2(C)C)cc1
 : /, 6
- CC(C)(C)c1ccc(-c2csc(N3CCC(C(N)=O)CC3)n2)cc1
 : /, 22
- O=C(O[C@H]1CC[C@@]23CCCN2C(=O)CCC[C@H]3C1)N1CCCC1
 : /, 12
- O=C1N(CC[C@@H](O)c2ccccc2)CCC12CCC(c1ccccc1)CC2 (stereo not given in full)
 : /, 29
- CCCCc1ccc2nc(NC(=O)c3ccco3)sc2c1
 : /, -28
- O=C(NCCCc1ccccc1)O[C@@H]1CC[C@@]23CCCN2C(=O)CCC[C@H]3C1
 : /, 20
- Cc1nc(SCC(=O)N(C)c2ccccc2)[nH]c(=O)c1C
 : /, -17
- CN1CC(=O)N2[C@@H](C[C@]3(c4c[nH]c5ccccc45)c4ccccc4N(S(=O)(=O)c4ccccc4)[C@H]23)C1=O
 : /, -8
- COc1ccc(CNC2CCC23CCC(c2ccccc2)CC3)cc1OC (stereo not given)
 : /, -4
- CCCCCc1ccc(NC(=O)O[C@@H]2CC[C@@]34CCCN3C(=O)CCC[C@H]4C2)cc1
 : /, 31
- C[C@H]1[C@@H](N)CC[C@@]23CCCN2C(=O)CCC[C@@H]13
 : /, 10
- CC(C)Oc1ccc(Oc2ccc(C#C[C@H](C)N3C(=O)c4ccccc4C3=O)cc2)cn1
 : /, 12
- O=c1c([N+](=O)[O-])c(Cl)c2ccccc2n1Cc1ccccc1
 : /, 8
- CCc1ccc(-n2ncc(Cl)c(Oc3ccc(OC)cc3)c2=O)cc1
 : /, -16
- Cc1nc(N2CCN(C(=O)COc3ccccc3C)CC2)c2c3c(sc2n1)CCCC3
 : /, 76*
- C[C@H]1[C@H](N(Cc2cccs2)Cc2cccs2)CC[C@@]23CCCN2C(=O)CCC[C@@H]13
 : /, 29
- CC(C)c1ccccc1NC(=O)[C@@H]1CCCN1S(=O)(=O)c1cccc2cccnc12
 : /, 6
- O=C(NCCCc1ccccc1)[C@H](Cc1ccccc1)NC1(C(=O)NCCc2c[nH]c3ccccc23)CCOCC1
 : /, 12
- C[C@H]1[C@@H](NC(=O)c2ccc(O)cc2)CC[C@@]23CCCN2C(=O)CCC[C@@H]13
 : /, -7
- O=C(Nc1ccc2c(c1)OCO2)O[C@@H]1CC[C@@]23CCCN2C(=O)CCC[C@H]3C1
 : /, -14

Later entries
Values run as follows: SRC2 inh, NR2F2 inh
- COc1ccc(C(=O)c2[nH]c(N)c(C(=O)c3ccccc3)c2-c2ccc(OC)c(OC)c2)cc1
 : /, 0
- O=[N+]([O-])c1cnc2ccccc2c1Sc1ccccc1
 : /, -4
- Oc1ccc(-c2nn[nH]n2)c2cccnc12
 : /, 0
- CC(C)=CCC/C(C)=C/C[C@]12C[C@H](C(=O)O)N(C(=O)OC(C)(C)C)[C@@H]1N(C(=O)OC(C)(C)C)c1ccccc12
 : /, 13
- COc1c(C(C)(C)C)cc(S(=O)(=O)N2c3ccccc3C[C@H]2C)cc1C(C)(C)C
 : /, 13
- O=C(NCC(c1ccccc1)c1ccccc1)[C@H](Cc1c[nH]c2ccccc12)NC1(C(=O)NC2CCCCC2)CCCCCC1
 : /, 2
- Cc1ccccc1NC(=O)O[C@H]1CC[C@@]23CCCN2C(=O)CCC[C@H]3[C@H]1C
 : /, 1
- O=C(NCc1ccccc1)O[C@@H]1CC[C@@]23CCCN2C(=O)CCC[C@H]3C1
 : /, -10
- CC(OP(=O)(O)C(NC(=O)[C@H](Cc1ccc(O)cc1)NC(=O)OC(C)(C)C)C(C)C)C(=O)O (stereo not given in full)
 : /, -13
- NC(=O)C1CCN(c2ccnc(Cl)n2)CC1
 : /, 6
- O=C(NC1CCCCN(Cc2ccc(Cl)cc2)C1=O)c1ccc(F)cc1 (stereo not given)
 : 15, 0
- N#Cc1ccc(Cn2ccc3ccc(-c4ccc5ccn(Cc6ccccc6)c5c4)cc32)cc1
 : 3, 7
- CCOC(=O)c1ccc(NC(=O)c2c(NCc3ccccc3)[nH]c(=O)[nH]c2=O)cc1
 : -11, 1
- CN(C)CC(O)COc1ccc(-c2ccc(C#N)cc2)cc1 (stereo not given)
 : -45, -12
- COC(=O)[C@]12C[C@H](CC(=O)NCc3cccc4ccccc34)C(=O)N(Cc3ccco3)C1=C[C@H](C1CCCC1)O[C@@H]2C
 : 13, 11
- COC(=O)C1=C[C@@H]([C@@H](C)[C@H](OC)c2ccccc2Br)[C@@H]2OCCC[C@H]12
 : -12, 14
- COC(=O)c1c(C)[nH]c(C(=O)N2CCN(c3ccc(OC)cc3)CC2)c1C
 : 7, 16
- S=C(NCC1CCCO1)n1nnc2ccccc21 (stereo not given)
 : -2, 2
- CN1C(=O)c2cc(NS(C)(=O)=O)ccc2OC[C@H]2O[C@@H](CC(=O)NCc3ccc(-c4ccccc4)cc3)CC[C@@H]21
 : -3, -1
- Cc1ccc(S(=O)(=O)n2ccc(-c3c(-c4ccccc4)noc3C)n2)cc1
 : 4, 14
- CCOC(=O)C1=C(C)N(CCCC(=O)NCc2ccc3c(c2)OCO3)C(=O)NC1c1ccc(Br)cc1 (stereo not given)
 : 6, 0
- COc1cccc(C=NNC(=S)NC2CC3CCC2C3)c1O (stereo not given)
 : -31, -29
- Cn1c(=O)c2c(nc(CN3CCN(c4ccccc4)CC3)n2CCCc2ccccc2)n(C)c1=O
 : -3, -6
- CCOC(=O)[C@@]12CN(C(=O)OC(C)(C)C)CC=C1N(Cc1ccc(OC)cc1)C(=O)[C@H]2CC(=O)NCCCN1CCCC1=O
 : 10, 9
- Cn1c2ccccc2c(=O)c2c(=O)n(CCCc3ccccc3)cnc21
 : -43, 0
- COC(=O)[C@]12C[C@H](CC(=O)N3CCN(C(=O)C4CC4)CC3)C(=O)N(Cc3ccc(Cl)cc3Cl)C1=C[C@H](COCc1ccccc1)O[C@@H]2C
 : 19, 16
- CC(C)[C@H](NC(=O)CC1CCCC1)C(=O)N1CCC[C@H]1C(=O)NCCc1ccccc1Cl
 : 0, -2
- CCCCCCCCN1C(=O)[C@@H](CC(=O)NCCCN2CCCC2=O)C[C@@]2(C(=O)OC)C1=C[C@H](C(C)C)O[C@@H]2C1CC1
 : 16, 10
- COc1cc(-c2c(-c3cc(OC)c(OC)c(OC)c3)noc2C)ccc1F
 : 24, -97
- CC(C)C[C@H]1COc2cc(Br)ccc2S(=O)(=O)N1Cc1cccc(Cl)c1
 : -27, -17
- CCCCOCC1CN(CCCC)S(=O)(=O)c2c(cccc2N2CCCC2)O1 (stereo not given)
 : 10, 3
- COc1ccccc1C(=O)NC1CCCCN(Cc2cccc(Cl)c2)C1=O (stereo not given)
 : -5, -21
- Cc1ccccc1CS(=O)(=O)Cc1ccc(C(=O)Nc2ccc(Cl)cc2)o1
 : 11, 60*
- CC(C)CN1C(=O)C[C@]2(C(=O)N(C)c3ccc(NC(=O)c4cc(F)ccc4F)cc32)C1c1ccccc1 (stereo not given in full)
 : 2, -4
- Nn1c(SCC(=O)Nc2ccccc2-c2ccccc2)nnc1-c1n[nH]c2c1CCC2
 : 8, 6
- CCN(C(=O)CN1CCN(c2nc(-c3ccccc3)cs2)CC1)c1ccccc1C
 : -9, 24
- CCn1cnc2sc(C(=O)N3CCN(Cc4ccc5c(c4)OCO5)CC3)c(C)c2c1=O
 : 18, 13
- OC(c1ccccc1)(c1ccccc1)C1CCN(CCCOc2cc(F)cc(F)c2)CC1
 : 16, 5
- CC(=O)N1CCN(c2ccc(N3CCN(C(C)=O)[C@@H](C)C3)c(C)c2)[C@H](C)C1
 : 13, 15
- CCOc1ccc(-n2c(SCC(=O)Nc3cccc4ccccc34)nnc2-c2ccccc2)cc1
 : 6, 20
- Cc1ccccc1-c1cccc2[nH]c3c(c12)CCN1C(=O)[C@H]2[C@H](C)ON(C)[C@H]2C[C@@H]31
 : -29, -5
- COc1cc(C)ccc1C(=O)N1CCC(Oc2cccnc2)CC1
 : 1, 30
- COc1ccc(C2CC(=O)C(c3ccc(C(F)(F)F)cc3)=CN2Cc2ccccc2)cc1 (stereo not given)
 : 18, 17
- Cc1ccc(Cc2c(-c3cccc(Br)c3)nc3c4ccccc4ccn23)cc1
 : -22, 1
- CCCCCCN(C(=O)CCCCCN1C(=O)NC(c2ccc(-c3ccccc3)cc2)C(C(=O)OCc2ccccc2)=C1C)C(C(=O)NCCCC)C1CCCCC1 (stereo not given)
 : 11, 26
- CCCC(=O)OC[C@H]1CN([C@H](C)c2ccccc2)S(=O)(=O)c2c(F)cccc2O1
 : -16, 7
- C(=N/N1CCN(c2ccccc2)CC1)/c1ccco1
 : -37, -26
- CC(C)CNc1cccc2c1S(=O)(=O)N(Cc1cn(Cc3ccc(Cl)cc3)nn1)Cc1ccccc1O2
 : 27, 6
- Cc1ccc(C2NC(=O)c3[nH]nc(-c4ccccc4)c32)cc1 (stereo not given)
 : 2, 9
- O=C(N[C@H](Cc1ccccc1)C(=O)NCc1ccc2c(c1)OCO2)[C@H]1O[C@@H](n2ccc(=O)[nH]c2=O)[C@H](O)[C@@H]1O
 : 3, -13
- CC(=O)Nc1nc2ncccn2c1-c1ccc(C)cc1
 : 7, -25
